Bioassay records from PubChem.
uPA surface inh: cell surface uPA generation inhibition. cell surface uPA generation assay, qHTS. Potency, µM (doses to about 38.3 µM), for inactives: at the top dose activity change, negative = inhibition, most hits filed as inhibitors. 0.31% of 330,000 active. AID 540303; active = well fitted inhibition curve with a large enough effect; inconclusive = small, poorly fitted or top-dose-only effect; inactive = no such curve, though single readings can be large or run the other way; tested in mouse RAW 264.7 cells; note: % is set by controls: 0 for no effect and ±100 for the full control effect; nearly all actives have a fitted effect of over 55% in size
FLuc modulator: inhibits or activates purified firefly luciferase, miR-21 counter-screen | 6.9% of 360,000 active | purified FLuc, Km substrates, luminescence inhibition | Potency, µM (doses to about 57.5 µM), for the others: top-dose activity change, negative = inhibition, hits mostly inhibitors;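 note: plate controls were vehicle for no effect and reference inhibitor for full effect; nearly all actives have a fitted effect of over 55% in size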
Target sequence (P08659 whole entry, looked up): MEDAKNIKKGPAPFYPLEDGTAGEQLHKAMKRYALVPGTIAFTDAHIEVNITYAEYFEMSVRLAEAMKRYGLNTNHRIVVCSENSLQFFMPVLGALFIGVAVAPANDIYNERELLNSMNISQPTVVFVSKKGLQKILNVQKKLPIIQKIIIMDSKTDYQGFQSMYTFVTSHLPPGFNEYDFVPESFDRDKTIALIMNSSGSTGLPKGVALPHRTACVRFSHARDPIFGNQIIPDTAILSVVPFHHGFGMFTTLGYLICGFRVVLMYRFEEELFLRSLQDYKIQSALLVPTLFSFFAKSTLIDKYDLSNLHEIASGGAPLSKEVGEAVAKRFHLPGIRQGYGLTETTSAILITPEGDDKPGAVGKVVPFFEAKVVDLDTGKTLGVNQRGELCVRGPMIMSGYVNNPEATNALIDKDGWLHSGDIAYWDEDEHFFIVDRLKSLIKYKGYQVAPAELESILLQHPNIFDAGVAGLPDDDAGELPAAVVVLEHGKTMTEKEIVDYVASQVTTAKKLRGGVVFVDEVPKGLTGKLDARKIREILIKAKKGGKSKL
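Purified P. pyralis luciferase (10nM final) with 10uM D-luciferin and 10uM ATP (Km levels) in 50mM Tris acetate pH 7.5, 10mM Mg acetate, 0.01% Tween-20, 0.05% BSA; qHTS 6-point titration, ~60 µM downward; luminescence read.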
NPC1 prom act: activates the NPC1 promoter; 2.4% of 320,000 active; Huh7 NPC1 promoter luciferase reporter, 24 h; Potency, µM (series often up to 9.22 µM), without a hit: at the top dose activation, most hits filed as activators;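 note: % of control where 0% means no effect; nearly all actives have a fitted effect of over 60% in size; reporter is driven by a mutant NPC1 promoter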
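Readout is luciferase luminescence, reflecting NPC1 promoter activation in stably transfected Huh7 cells after 24 h compound exposure at 37 °C in reduced-serum medium with 10% FBS.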
BRCA1 expr up: activators of BRCA1 expression. AID 624202. MCF7-BRCA1-FFLuc reporter, luminescence, 48 h; response scale: scaled: vehicle 0%, 10 µM genistein 100%. Potency, µM (doses to about 46.1 µM), for inactives: at the top dose activation, usual class: activators. 1.1% of 380,000 active; note: nearly all actives have a fitted effect of over 80% in size; some results filed as inactive show a strong effect at the top dose
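Quantitative HTS in MCF7 cells stably reporting BRCA1 expression via firefly luciferase. Compound treatment lasts 48 h at 37 °C in phenol-red free MEM. Activation is expressed relative to genistein at 10 microM and DMSO.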
Gal4-VP16 FLuc: inhibits Gal4-VP16 luciferase reporter, ROR gamma counter-screen; Potency, µM (series often up to 53.6 µM), without a hit: at the highest dose activity, negative = inhibition, actives largely listed as inhibitors; Drosophila S2 Gal4-VP16 UAS-luciferase, luminescence, 20 h; 3.5% of 310,000 active; AID 2546;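 note: Gal4-VP16 expression switched on by copper sulfate through the metallothionein promoter; % is set by controls: 0 for no effect and ±100 for the full control effect; nearly all actives have a fitted effect of over 50% in size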
CXXC DNA block: inhibitors of human MLL CXXC domain-DNA interaction. Potency, µM (titrated, usually from 115 µM), for the others: at the top dose activity change, negative = inhibition, most hits filed as inhibitors. Q03164. AID 2662. MLL-CXXC / FITC-HOXA9 DNA fluorescence polarization. 0.037% of 290,000 active; active = well fitted inhibition curve with a large enough effect in the polarisation, with a control signal flat, not every such curve was filed as active; inconclusive = small, poorly fitted or top-dose-only effect, or effect the other way, or a change in a side signal; inactive = no such curve, though single readings can be large or run the other way; the % refers to the polarisation
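Steps: dispense CXXC domain solution (7 uM) → pin compounds or unlabeled HOX-A9 DNA control → 5 min ambient → add FLSN-HOX-A9 solution (50 nM) → spin → 30 min ambient → fluorescence polarization. Tris pH 7.5/NaCl/DTT/BSA buffer.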
p53 reactivator: restores transcriptional activity of mutant p53. H1299 p53-A138V BP100-luciferase reporter, luminescence, 24 h. Potency, µM (series often up to 92.2 µM), inactives show at the highest dose activity change, positive = activation, hits mostly activators. 0.063% of 320,000 active; note: % of control where 0% means no effect; nearly all actives have a fitted effect of over 45% in size
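p53-null H1299 cells stably carrying temperature-sensitive p53-A138V and a BP100-luciferase reporter were pinned with compounds (4-point, 1:5 series) and held 24 hrs at 37 deg C. Luminescence was read 10 min after detection reagent.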
MBNL1 CUG block: MBNL1-poly(CUG) RNA binding inhibition | Q9NR56 | TR-FRET MBNL1-His/biotin-(CUG)12 binding, 665/545 ratio | 0.036% of 280,000 active | Potency, µM (highest dose often 57.5 µM), for inactives: top-dose activity change, negative = inhibition, hits mostly inhibitors | AID 2675; active = well fitted inhibition curve with a large enough effect in the signal ratio, with a control signal flat, not every such curve was filed as active; inconclusive = small, poorly fitted or top-dose-only effect, or effect the other way, or a change in a side signal; inactive = no such curve, though single readings can be large or run the other way; the % refers to the signal ratio; note: % is set by controls: 0 for no effect and ±100 for the full control effect
Target sequence (Q9NR56 whole entry, looked up): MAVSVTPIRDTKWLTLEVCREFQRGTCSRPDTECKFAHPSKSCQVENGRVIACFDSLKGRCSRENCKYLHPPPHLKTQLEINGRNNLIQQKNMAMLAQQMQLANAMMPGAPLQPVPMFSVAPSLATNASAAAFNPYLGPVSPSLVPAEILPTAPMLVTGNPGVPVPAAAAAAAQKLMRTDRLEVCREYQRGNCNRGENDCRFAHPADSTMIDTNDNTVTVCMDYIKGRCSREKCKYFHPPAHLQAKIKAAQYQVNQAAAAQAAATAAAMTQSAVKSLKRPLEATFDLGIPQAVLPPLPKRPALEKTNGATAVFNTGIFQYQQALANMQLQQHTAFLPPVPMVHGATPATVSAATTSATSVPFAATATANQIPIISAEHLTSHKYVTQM
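TR-FRET readout: Ex 340 nm, 665/545 nm emission ratio, normalized to buffer-only (basal) and MBNL1-(CUG)12 controls. Complex of MBNL1-His with Biotin-(CUG)12, compounds 92 nM–58 uM, incubated 60 min at room temperature.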
ELG1 genotox: genotoxicity induction in ELG1-luciferase HEK293T cells. AID 504466. HEK293T ELG1-luciferase reporter, luminescence, 16 h. Potency, µM (highest dose often 46 µM), for inactives: at the highest dose activity change, positive = activation, most hits filed as activators. 1.3% of 330,000 active; note: % of control where 0% means no effect; nearly all actives have a fitted effect of over 60% in size
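Genotoxicity was scored as increased ELG1-luciferase reporter signal, measured by ONE-Glo luminescence (30 min, room temperature). Compound or vehicle exposure of the HEK293T reporter cells lasted 16 hr at 37°C.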
Rab9 prom act: activates the Rab9 promoter. Huh7 Rab9 promoter-luciferase reporter, luminescence, 24 h. Potency, µM (doses to about 9.22 µM), for inactives: top-dose activation, negative = inhibition, usual class: activators. 2.8% of 320,000 active. AID 485297; note: % of control where 0% means no effect; nearly all actives have a fitted effect of over 60% in size
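Luminescence read-out: Huh7 cells stably expressing Rab9-luciferase, treated 24 h with compound at 37 °C, then lysed with luciferase reagent for 10 min at ambient before reading.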
RORg inh: blocks mouse ROR gamma transcriptional activity | P51450 | Drosophila S2 Gal4-RORgamma UAS-luciferase reporter, 20 h | Potency, µM (highest dose often 53.6 µM), for the others: at the top dose activity change, negative = inhibition, actives largely listed as inhibitors | 5.4% of 310,000 active | AID 2551; note: % is set by controls: 0 for no effect and ±100 for the full control effect; nearly all actives have a fitted effect of over 60% in size
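A Gal4/UAS one-hybrid system in insect cells: metallothionein-promoter Gal4–ROR gamma fusion plus Photinus luciferase reporter. Copper sulfate 700 uM final, 20 hr ambient incubation, luminescent detection after 10 min with reagent.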
Starred values were filed as active, the others as inactive; ? = inconclusive; / = not tested or not shown; & = joins results of further samples; [ ] = dose if it differs, or a comment. Unless noted, calls come from the whole dose curve; as a rule, active = well fitted curve in the direction sought with a large enough effect; inconclusive = small, poorly fitted or top-dose-only effect, or another doubt; inactive = no such curve, though single readings can be large; an effect the other way counts as inactive or inconclusive. Potency is the fitted concentration of half-maximal effect. Only part of the results is shown. The share of hits here may be higher or lower than overall.

SMILES | uPA surface inh | FLuc modulator | NPC1 prom act | BRCA1 expr up | Gal4-VP16 FLuc | CXXC DNA block | p53 reactivator | MBNL1 CUG block | ELG1 genotox | Rab9 prom act | RORg inh
CCOC(=O)c1c(-c2ccccc2)csc1N1C(=O)Nc2ccccc2N1O | -2% | ? | -2% | -4% | -17% | 0% | -1% | -13% | 3% | -5% | 16%
COc1ccc(CN2CCN(Cc3ccon3)CC2CCO)c(C)c1C (stereo not drawn) | 1% | 7% | -4% | 0% | -13% | -3% | 1% | 7% | -1% | 0% | ?
O=C1NCC(=O)N2C(c3ccccc3)c3[nH]c4ccccc4c3C[C@@H]12 (stereo partly drawn) | -1% | 0% | 0% | -15% | -6% | ? | -4% | -3% | 3% | 3% | -32%
O=C(N/N=C/C=C/c1ccccc1)c1cc(C2CC2)[nH]n1 | 1% | -16% | -1% | -9% | -13% | 16% | -5% | ? | 0% | -4% | ?
OCc1ccccc1N=Cc1cccnc1 | 5% | -2% | 3% | -17% | -2% | 14% | -2% | 1% | 8% | -4% | -7%
COc1ccc2c(c1)n([O-])c1c([n+]2=O)CCC1 | 0% | -2% | 0% | 6% | 5% | -6% | 0% | ? | 0% | -1% | 4%
O=C(CN1c2ccccc2Sc2ccccc21)N/N=C/c1ccc([N+](=O)[O-])cc1 | 12% | -1% | 2% | -59% | -2% | -10% | 9% | 8% | -4% | -5% | 2%
CCc1c(C)nc2ncnn2c1N1CCCC(C(=O)Nc2cc(F)ccc2C)C1 (stereo not drawn) | -2% | 2% | 1% | -11% | -7% | 3% | 0% | 1% | -13% | -3% | 32%
CCOC(=O)C1(CC2CCCCO2)CCN(S(=O)(=O)c2c(C)nn(C)c2C)CC1 (stereo not drawn) | 2% | -1% | -3% | 0% | 0% | 5% | 0% | -4% | 0% | -5% | 2%
N#C/C(=C\c1c(Cl)cccc1Cl)c1nc2ccccc2[nH]1 | -1% | ? | 4% | -37% | -19% | 9% | 4% | 0% | -4% | -2% | -31%
Cc1[nH]c2ccccc2c1C(=O)CSc1nccc(=O)[nH]1 | 9% | 1% | 0% | 0% | -2% | -2% | 1% | 3% | 2% | 0% | -7%
CC(=O)NCCNc1ccc([N+](=O)[O-])cn1 | 2% | 3% | -1% | -13% | 1% | 18% | 4% | / | 0% | 1% | -8%
CCOC(=O)c1c(-c2ccccc2)csc1NC(=O)c1ccc(S(=O)(=O)N2CCOCC2)cc1 | 2% | 3% | -10% | 1% | -6% | 16% | 2% | -6% | -4% | -6% | 1%
Cc1ccc(C(=O)/C=C2\NCC(C)NC2=O)cc1 (stereo not drawn) | -9% | 1.2µM* | 0.32µM* | ? | 10µM* | 5% | -10% | ? | ? | 0.32µM* | 8.9µM*
CC(=O)Nc1cccc(/C(C)=N/NC(=O)c2ccc(Cl)cc2Cl)c1 | -2% | 19µM* | 3% | 12% | -4% | 22% | 3% | -2% | -1% | -6% | 38%
Cc1ccc(C(=O)NCCC(=O)N2CCC3(CC2)NCCc2[nH]cnc23)cc1C | 0% | 0% | -3% | 1% | 0% | 28% | 1% | -2% | 2% | 3% | -2%
CCOc1ccccc1C=Nc1ccccc1C(=O)Nc1ccccc1 | 4% | 3% | 15% | 1% | 14% | 2% | 20% | -3% | 4% | 14% | 13%
COc1ccc(N2C(=O)CC(c3ccc([N+](=O)[O-])cc3)C2=O)cc1 (stereo not drawn) | 4% | 1% | -4% | 0% | 8% | 14% | 0% | ? | 1% | -1% | 2%
CCOc1ccc(-c2nnn(CC(=O)c3ccc4c(c3)OCCO4)n2)cc1OCC | -7% | ? | 3% | -16% | 13% | -2% | -7% | 1% | -13% | 3% | ?
Cc1ccc(C)c(Cn2c(C)nc3c(sc(=S)n3-c3ccccc3)c2=O)c1 | 3% | -3% | 0% | -20% | 0%[10 µM] | 24% | 1% | -10% | ? | 0% | -11%
O=C(CCCN1C(=O)/C(=C\c2cccs2)SC1=S)Nc1cccc(C(=O)O)c1 | 3% | ? | 7% | 6% | -21% | 0% | 12% | 2% | 0% | -1% | 13%
COc1ccccc1Oc1ccc2c(c1)C(=O)N(CC(=O)O)C2=O | -6% | -8% | -1% | -46% | -7% | ? | -2% | -10% | -1% | -3%[1.84 µM] | 21%
CCn1c(Cc2ccccc2)nnc1SCc1nc2ccccc2c(=O)[nH]1 | 5% | -3% | 1% | -20% | 30% | -5% | -5% | -1% | -2% | -5% | 43%
O=C(NCCc1ccccc1F)C(=O)Nc1nccs1 | -6% | -19% | ? | ? | -1% | 0% | 22% | -17% | ? | ? | -5%
COc1ccc(CC(=O)N2CC3(C)CC2CC(C)(C)C3)cc1 (stereo not drawn) | 12% | 2%[2.3 µM] | 1% | 1% | -2% | -3% | -8% | 5% | -7% | -2% | 12%
CN1CCC(=C2c3ccccc3C=Cc3ccccc32)CC1 | 14% | -1% | -9%[46.1 µM] | -12% | 8% | -5%&22% | 2% | 19% | 1% | -10%[46.1 µM] | ?
CC(C)(C)C(=O)CN1C(=O)NC(C)(Cc2ccc3c(c2)OCO3)C1=O (stereo not drawn) | -2% | -3% | 2% | 8% | 0% | 1% | -3% | -6% | 11% | 7% | -1%
O=C(Cc1ccc(NS(=O)(=O)c2ccc(Cl)c(Cl)c2)cc1)NCCN1CCOCC1 | 5% | 4% | -1% | -25% | / | / | -1% | / | 6% | -1% | /
CC1CN(S(=O)(=O)c2cccc(C(=O)N(C)C3CCN(C)CC3)c2)CC(C)O1 (stereo not drawn) | -4% | 6% | 0% | 34% | / | / | -1% | / | 1% | -5% | /
Cc1ccc(CC(=O)Nc2ccccc2N2CCOCC2)cc1C | 2% | -2% | -3% | -38% | 14% | -2% | 1% | 1% | -9% | -3% | 28%
O=C(NCCCl)Nc1cc([N+](=O)[O-])ccc1Cl | -2% | 2% | 1% | -2% | -2% | 4% | -1% | ? | -3% | 1% | 5%
COc1cc(CCCN2C(=S)NC[C@@H]2CC2CCCCC2)cc(OC)c1OC | -3% | -2% | 1% | 0% | ? | -5% | -4% | 1% | -2% | -4% | 4µM*
Cc1ccc(NC(=O)CN(Cc2ccccc2)S(C)(=O)=O)cc1C | / | -2% | -5% | -8% | -7% | -9% | -14% | 2% | 0% | 15% | 22%
Cc1nonc1OCCNCc1c(C(=O)N2CCCCCCC2)nc2ccc(Cl)cn12 | -22% | 2% | -7% | -14% | -13% | 4% | -2% | -8% | 1% | 8% | 46%
COc1ccc(C(=O)N2CCC(C(=O)N3CCN(Cc4ccccc4)CC3)CC2)cc1 | -8% | 0% | 3% | 1% | 2% | 8% | 12% | -3% | -1% | -3% | 0%
COc1cccc(OCc2nnc(SCc3cc(=O)[nH]c4ccccc34)o2)c1 | 0% | ? | 0% | -33% | 9% | -3% | -4% | -22% | -9% | -2% | -5%
CN(C)CCNC=C(C(=O)Nc1ccc(Cl)cc1Cl)C(=O)Nc1ccc(Cl)cc1Cl | 6% | 1% | -7% | -50% | 20% | 22% | -8% | -1% | -1% | -1% | -34%
Cc1ccc(-n2c(C)n[nH]c2=S)cc1C | 1% | 0% | -5% | -10% | ? | -2% | 1% | ? | 5% | -1% | 11µM*
COc1ccc(N2C(=O)C3CCCN3C2c2ccc(C)o2)cc1Cl (stereo not drawn) | -3% | 3% | -9% | 1% | 1% | 3% | -10% | 4% | 1% | 12% | 7%
CN(CC(=O)Nc1ccccc1C(F)(F)F)C(=O)CN1C(=O)C2CCCCC2C1=O (stereo not drawn) | -5% | 3% | 0% | -16% | / | / | 15% | / | 1% | -5% | /
COCCN(Cc1ccccc1)C(=S)Nc1ccc(OC(F)F)cc1 | -1% | -1% | -2% | -15% | -59% | 3% | -10% | / | -1% | -1% | -1%[10 µM]
Cc1cc([N+](=O)[O-])ccc1NC(=O)c1cncc(Br)c1 | 7% | 2% | -3% | -8% | -7% | 4% | -10% | ? | -5% | 1% | 14%
Cc1ccc(NC(=O)CCc2nnc3ccc(N4CCC(C)CC4)nn23)nc1 | -1% | 0% | -4% | 13% | -9% | 4% | 2% | -6% | 5% | -7% | 9%
